High-throughput results: PubChem BioAssay, National Center for Advancing Translational Sciences (NCATS)
LmPK inh: LmPK (Leishmania mexicana) enzyme inhibition; Q27686; purified LmPK, Kinase-Glo ATP luminescence, 1 h; Potency, µM (series often up to 57.5 µM), for the others: at the top dose activity change, negative = inhibition, hits mostly inhibitors; hit rate 0.37% among 290,000; also: potency is read from the fitted curve at half-maximal effect; % is scaled to controls: 0 for no effect and ±100 for the full control effect
Target sequence (Q27686 whole entry, looked up): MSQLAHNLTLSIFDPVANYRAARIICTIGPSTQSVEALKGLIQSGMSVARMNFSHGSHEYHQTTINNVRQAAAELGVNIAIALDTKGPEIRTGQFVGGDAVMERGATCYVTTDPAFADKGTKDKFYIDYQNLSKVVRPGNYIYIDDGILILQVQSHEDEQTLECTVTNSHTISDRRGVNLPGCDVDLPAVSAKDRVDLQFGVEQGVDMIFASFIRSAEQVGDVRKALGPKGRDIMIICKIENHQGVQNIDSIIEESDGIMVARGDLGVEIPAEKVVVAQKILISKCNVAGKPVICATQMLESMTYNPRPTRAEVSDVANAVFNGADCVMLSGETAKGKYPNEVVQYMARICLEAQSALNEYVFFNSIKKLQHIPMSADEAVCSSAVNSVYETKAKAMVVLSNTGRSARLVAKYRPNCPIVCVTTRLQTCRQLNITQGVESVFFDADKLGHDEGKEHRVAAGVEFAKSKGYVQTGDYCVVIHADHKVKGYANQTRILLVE
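Purified LmPK (0.1 nM) with 0.5 mM PEP and 0.1 mM ADP in imidazole buffer pH 7.2 with MgCl2/KCl, 1 h at room temperature. ATP formed was read by luciferase luminescence and normalized to no-enzyme and uninhibited controls.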
CHX counter: affects cycloheximide protein synthesis inhibition readout, counter-screen. hit rate 12% among 300,000. cell reporter, cycloheximide protein synthesis inhibition counterscreen. AID 2314. max response, %; in the data active = max response mostly above about 13%, no sharp cut-off; inactive = mostly below about 14%; also: read at 38.3 µM for the half of the compounds with a filed dose; 0% is about no effect
Pf growth 48h: inhibits P. falciparum growth in the first generation, 48 h. P. falciparum luciferase growth in erythrocytes, 48 h. hit rate 5.9% among 310,000. Potency, µM (top dose mostly 28.7 µM), for inactives: at the top dose activity change, negative = inhibition, actives largely listed as inhibitors; also: potency is read from the fitted curve at half-maximal effect; % is scaled to controls: 0 for no effect and ±100 for the full control effect
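Compounds are pin-transferred into medium, infected erythrocytes (2% hematocrit, 0.1% parasitemia final) are added, and plates sit one parasite generation at 37 C in 5% CO2. Detection reagent is then added and luminescence measured.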
AMA1-RON2 inh: disrupts binding of P. falciparum AMA1 to RON2. AlphaScreen AMA1-biotinylated RON2 peptide binding. Potency, µM (doses to about 58.2 µM), inactives show at the top dose activity change, negative = inhibition, hits mostly inhibitors. hit rate 0.2% among 360,000. AID 720542;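 also: potency is read from the fitted curve at half-maximal effect; 0% = vehicle wells and -100% = peptide control; nearly all actives have a fitted effect of over 45% in size; some results filed as inactive show a strong effect at the top dose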
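AMA1 (3D7) with his tag at 25 nM final met compounds first, then biotinylated RON2 peptide at 25 nM; detection used donor plus acceptor beads, 10 µg/mL apiece, read by AlphaScreen after 30 min at room temperature.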
Shiga inhibitor: Shiga toxin inhibition; Vero cells, Shiga toxin protein synthesis inhibition reporter; inhibition, % at 38.7 µM; hit rate 9.2% among 290,000; AID 2315; in the data active = inhibition mostly above about 28%, no sharp cut-off; inactive = mostly below about 43%; also: 0% is about no effect
Tb PYK inh: inhibitors of Trypanosoma brucei pyruvate kinase. Q57TT1. Potency, µM (doses to about 76.8 µM), inactives show at the top dose activity, negative = inhibition, actives largely listed as inhibitors. hit rate 0.12% among 410,000. AID 624173. TbPYK enzyme, Kinase-Glo Plus ATP luminescence, 45 min; also: potency is read from the fitted curve at half-maximal effect; % is scaled to controls: 0 for no effect and ±100 for the full control effect; nearly all actives have a fitted effect of over 50% in size
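Screened from lowest to highest concentration, compounds were pinned into TbPYK/substrate mixtures, and ADP (130 uM final) was added. Plates sat at room temperature for 45 min prior to Kinase-Glo Plus detection by luminescence.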
Pf growth 96h: inhibits malaria parasite growth, 96 h; P. falciparum luciferase reporter growth, 96 h; Potency, µM (top dose mostly 28.7 µM), without a hit: at the highest dose activity change, negative = inhibition, most hits filed as inhibitors; hit rate 6.9% among 320,000; AID 504834; also: potency is read from the fitted curve at half-maximal effect; % is scaled to controls: 0 for no effect and ±100 for the full control effect
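Plates of compound plus infected erythrocytes (2% hematocrit, 0.05% parasitemia final) incubate 96 hours, 37 C, 5% CO2. Detection reagent added; reduced luminescence from the parasites' luciferase reporter flags inhibition.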
An asterisk follows results filed as active; ? = inconclusive; / = no result given; & = joins results of further samples; ! = repeats disagree; [ ] = remark or other dose. Unless noted, calls follow the shape of the dose curve; as a rule, active = well fitted curve in the direction sought with a large enough effect; inconclusive = small, poorly fitted or top-dose-only effect, or another doubt; inactive = no such curve, though single readings can be large; an effect the other way counts as inactive or inconclusive.

SMILES	LmPK inh	CHX counter	Pf growth 48h	AMA1-RON2 inh	Shiga inhibitor	Tb PYK inh	Pf growth 96h
O=[N+]([O-])c1cc([N+](=O)[O-])c(Oc2ccc(F)cc2)cc1NN1CCCCC1	0%	3	1%	-4%	4	-4%	?
Cc1ccc(S(=O)(=O)N2CCN(CC(=O)N/N=C/c3ccccc3OCC(=O)O)CC2)cc1	-4%	-1	-4%	12%	3	-1%	6%
COc1cc(S(=O)(=O)N2CCCCC2)ccc1NC(=O)c1ccc(F)cc1	6%	1	8%	-15%	-14	-1%	10µM*
CCOC(=O)N1CCC(NC(=O)Cc2cn(C)c3ccccc23)CC1	3%	-2	3%	-7%	-8	-1%	34%[activator]
COc1ccccc1C(=O)Nc1cccc2cccnc12	0%	39*	35%[activator]	19%	42	-1%	-35%
COc1ccc(C)cc1S(=O)(=O)N(C)CC(=O)N1CCN(c2ccccc2)CC1	0%	1	-31%	-5%	26	-9%	21%
O=[N+]([O-])c1ccccc1SNc1ccccn1	2%	1	-10%	-2%	13	-1%	0%
O=C(CCn1c(=O)[nH]c2ccsc2c1=O)N(CCc1ccccc1)Cc1ccccc1	5%	-3	/	18%	-11	-17%	?
Cc1c(NC(=O)CN2C(=O)NC(C)(c3ccccc3)C2=O)c(=O)n(-c2ccccc2)n1C (centres undefined)	1%	-1	-7%	-14%	-9	-6%	42%[activator]
CC(C)COC(=O)c1ccccc1C(=O)OCC(C)C	1%	-10	21%	29%	29	-3%	38%[activator]
NC(=O)Cn1c(=O)n(CCC(=O)Nc2ccc(F)cc2)c(=O)c2sccc21	-6%	-5	1%	7%	-4	-5%	23%
CCN1CCCC1CN(Cc1cc2ccc(C)cc2[nH]c1=O)C(=S)Nc1ccc(F)cc1 (centres undefined)	-3%	-6	17%	-9%	19	-1%	-14%
Cc1ccc(CNC(=S)N(C)C)cc1	-2%	-2	-4%	-12%	17	-2%	13%
Cc1ccc(C(=O)NNC(=S)NC(=O)c2ccc(Cl)cc2Cl)cc1	0%	6	-3%	50%[activator]	-1	-4%	/
Cc1ccc(-c2nnc3n2N=C(c2ccc(Br)cc2)CS3)cc1	5%	1	/	-18%	-8	-5%	-28%
O=C(COC(=O)c1ccncc1)NCCCc1ccccc1	3%	-2	23%	-4%	15	-1%	9%
COc1cccc(OCc2nnc(SCC(=O)NCc3ccco3)n2C)c1	0%	8	-15%	-11%	-26	2%	9%
Cc1ccc(C)c(NC(=O)CCCCCN2C(=O)[C@@H]3Cc4ccccc4CN3C2=O)c1	3%	-2	?	-2%	2	4%	-23%
O=C(NCCSCc1ccco1)c1ccc(=O)[nH]c1	11%	-3	-4%	5%	-8	-6%	-10%
COc1ccc(N2C(=O)CC(N3CC=C(c4ccccc4)CC3)C2=O)cc1 (centres undefined)	1%	1	?	11%	8	-1%	?
CCOC(=O)c1cccc(NC(=O)CSc2nnc(COc3ccc(Cl)cc3)o2)c1	13%	-6	11%	-6%	-14	-1%	3%
O=C(NCN1CCc2ccccc2C1)c1ccccc1	3%	-3	16%	5%	-5	-2%	13%
O=C(CCCN1C(=O)c2ccccc2C1=O)Oc1ccc(F)cc1	3%	-3	14%	-1%	-8	-27%	9%
O=S(=O)(c1ccc(F)cc1)N(CCO)CC(O)Cn1c2ccccc2c2ccccc21 (centres undefined)	1%	-2	15µM*	-8%	-4	-2%	?
CCOC(=O)N1CCN(c2ccc(S(=O)(=O)N3CCC(C)CC3)cc2[N+](=O)[O-])CC1	/	/	10µM*	-5%	/	0%	9.3µM*

Entries of single compounds from above. Screens in order: LmPK inh | CHX counter | Pf growth 48h | AMA1-RON2 inh | Shiga inhibitor | Tb PYK inh | Pf growth 96h
Results for `Cc1ccc(CNC(=S)N(C)C)cc1` : -2% | -2 | -4% | -12% | 17 | -2% | 13%
Results for `Cc1ccc(C)c(NC(=O)CCCCCN2C(=O)[C@@H]3Cc4ccccc4CN3C2=O)c1` : 3% | -2 | ? | -2% | 2 | 4% | -23%
Results for `CCN1CCCC1CN(Cc1cc2ccc(C)cc2[nH]c1=O)C(=S)Nc1ccc(F)cc1` (centres undefined) : -3% | -6 | 17% | -9% | 19 | -1% | -14%
Results for `CC(C)COC(=O)c1ccccc1C(=O)OCC(C)C` : 1% | -10 | 21% | 29% | 29 | -3% | 38%[activator]

Going on with the list.
SMILES	LmPK inh	CHX counter	Pf growth 48h	AMA1-RON2 inh	Shiga inhibitor	Tb PYK inh	Pf growth 96h
O=c1[nH]cc(S(=O)(=O)N2CCN(c3cccc(C(F)(F)F)c3)CC2)c(=O)[nH]1	/	/	?	15%	/	-3%	21%
COc1ccc(CN2CCCC(C(=O)N3CCCC3)C2)cc1 (centres undefined)	-2%	-3	24%	-6%	-16	/	19%
CC(=O)NC1CCN(C(=O)N2CCCC2)CC1	14%	-2	/	-1%	-13	-6%	?
O=C(NC(Cc1ccccc1)C(=O)O)/C(=C\c1ccccc1)NC(=O)c1ccc(Br)o1 (centres undefined)	-6%	1	22%	5%	-46	3%	16%
CC(CC1CC(C)(C)OC1=O)C(=O)Nc1ccc([N+](=O)[O-])cc1 (centres undefined)	3%	11	?	-7%	16	-1%	1.7µM*
O=C(Nc1cc2c(cc1Cl)OCCO2)c1ccco1	-12%	28*	214%[activator]	11%	93*	1%	229%[activator]
Cc1cc(=O)oc2cc(OC(C)C(=O)Nc3ccc(N4CCOCC4)cc3)ccc12 (centres undefined)	-4%	1	7%	-8%	13	5%	2%
Cc1ccccc1-c1nnc(SCC(=O)c2c(N)n(C3CC3)c(=O)[nH]c2=O)o1	/	/	-18%	0%	/	-1%	-26%
CCOC(=O)N1CCN(S(=O)(=O)N2CCCC(C(=O)NCCc3ccccc3)C2)CC1 (centres undefined)	1%	-4	3%	-6%	-10	-2%	-1%
O=C(Nc1ncccn1)C1CCCCC1	1%	-3	45%[activator]	6%	-6	0%	-2%
COCCn1c(Cc2ccccc2)nnc1SCC(=O)N1CCCCC1C (centres undefined)	3%	8	/	-6%	-7	4%	?
O=C(CCSc1ccc(Cl)cc1)N1CCOCC1	-6%	29*	160%[activator]	9%	53*	-18%	122%[activator]
CCNC(=S)NNC(=O)c1cccnc1	-2%	-3	-9%	29%	-7	-12%	93%[activator]
N/C(=N\OC(=O)c1ccoc1)c1ccc(Br)cc1	-14%	74*	311%[activator]	12%	90*	5%	12%
Cc1cc(C(F)(F)F)n2ncc(-c3ccccc3)c2n1	1%	6	54%[activator]	-11%	-3	2%	/
Cc1ccc(N/C=C2\CCCCC2=O)c(C)c1	0%	-3	11%	19%	1	3%	-6%
Cc1cc(NC(=O)C2COc3ccccc3O2)no1 (centres undefined)	-7%	37*	54%[activator]	-5%	61*	-1%	-27%
CCOc1ccccc1CN1CCN(Cc2ccc3cccc(OC)c3n2)CC1CCO (centres undefined)	1%	-1	0%	3%	-12	5%	?
Cc1ccccc1Nc1nc(N)nc(COc2ccc(C#N)cc2)n1	-7%	-6	-10%	11%	-11	-2%	-26%
COc1ccc(NC(=O)c2cc([N+](=O)[O-])ccc2N2CCN(C)CC2)cc1	1%	-4	34%[activator]	-7%	-3	1%	11%
Cc1ccc(CN(c2ccc(C(=O)NCc3ccc4c(c3)OCO4)cc2)S(C)(=O)=O)cc1	7%	-1	-29%	25%	-9	6%	/
CC1CN=C(Nc2ccc(N(C)C)cc2)S1 (centres undefined)	1%	-5	17%	-25%	-2	3%	2.1µM*
CN1CCN(C(=S)c2cn(Cc3cccc(F)c3)c3ccccc23)CC1	-1%	-2	?	?	-2	-8%	?
CC1=C(C(=O)Nc2ccccc2F)C(c2cccs2)NC(=S)N1 (centres undefined)	-1%	-2	7%	-2%	-13	-2%	?
CN1CCN(c2ncccc2S(=O)(=O)N2CCCCC2)CC1	1%	-4	?	2%	3	7%	-5%
Additional results follow.
SMILES	LmPK inh	CHX counter	Pf growth 48h	AMA1-RON2 inh	Shiga inhibitor	Tb PYK inh	Pf growth 96h
Cc1cccc(C(=O)NCC(=O)N2CCN(S(=O)(=O)c3ccccc3)CC2)c1	/	/	?	2%	/	0%	-3%
Cc1cc(-c2ccccc2)nc2[nH]n(-c3ccccc3)c(=O)c12	-1%	-4	1%	6%	-17	/	/
COc1ccc(OC)c(NC(=O)c2cnn(-c3ccccc3Cl)c2NC(=O)c2ccco2)c1	0%	-3	/	-6%	-3	1%	-29%
NS(=O)(=O)c1cc2c(cc1Cl)NCNS2(=O)=O	4%	-1	-2%&0%	-2%	-5	2%&-5%	-1%&-6%
CN1C2CCC1CC(OC(=O)c1c[nH]c3ccccc13)C2 (centres undefined)	3%	-2	12µM*!	-5%&0%	-10	7%&0%&-4%	?
CCCc1cc(=O)oc2cc(OC(C)C(=O)NCc3ccccn3)c(Cl)cc12 (centres undefined)	-10%	-12	-8%	13%	10	2%	10µM*
Cc1ccc2nc(NC3=NCN(Cc4cccnc4)CN3)nc(C)c2c1	7%	-11	?	-6%	-18	-1%	?
COc1ccccc1CN1CC(=O)N2CSC[C@H]2C1=O	1%	0	/	0%	-4	3%	48%[activator]
CN1C(c2ccccc2)CCOS1(=O)=O (centres undefined)	0%	0	28%	0%	-5	-1%	3%
CCCOc1ccc(NC(=O)C2CC(=O)N/C(=N/N=C(\C)CCc3ccc4c(c3)OCO4)S2)cc1 (centres undefined)	2%	-3	3%	-14%	-11	-1%	?
Cc1sc(NC(=O)c2ccc(Br)s2)c(C(N)=O)c1C	2%	51*	214%[activator]	-3%	69*	10%	/
CCCn1c2c(c(O)c(C(=O)Nc3ccc(OC)cc3)c1=O)CCCC2	5%	-2	?	0%	-17	-1%	?
Cc1ccc2c(c1)C1CN(C)CCC1N2C(=S)NC(=O)c1ccc(Br)cc1 (centres undefined)	5%	1	?	73%[activator]	-4	-13%	?
O=c1[nH]c(=O)n(-c2cccc(Cl)c2)c(O)c1C=NCCN1CCCCC1	-3%	1	-4%	23%	-9	3%	-11%
Cc1ccc(-c2nn(CC(=O)O)c(=O)c3ccccc23)cc1	1%	-3	28%	37%[activator]	2	0%	3%
CCCc1nnc(SCC(=O)N2CCCCC2)n1CC1CCCO1 (centres undefined)	-4%	1	33%[activator]	-6%	-10	-6%	55%[activator]
COc1ccc(CNC(=O)C2CC(c3ccc(F)cc3)=NO2)cc1 (centres undefined)	0%	-4	31%[activator]	-8%	-14	2%	0%
CSC1=NSC2=NC(=O)/C(=C/c3coc4ccc(O)cc4c3=O)C(=N)N12	2%	-2	12%	8%	-29	-20%	27%
Cc1c(C(C)(C)O)[nH]c2ccc(C(F)(F)F)cc12	5%	8.6*	-5%	-13%	17	4%	-32%
Cc1ccc(S(=O)(=O)N(C)CC(=O)OCc2nnc(-c3ccccc3)o2)cc1	4%	8	8%	1%	33	0%	9%
CCn1c(CCc2ccccc2)n[nH]c1=S	-15%	-2	0%	14%	13	?	10µM*
CCN(CCCNC(=O)CCNC(=O)Cn1ccc2ccccc2c1=O)c1ccccc1	-3%	-1	-7%	1%	-7	-10%	?
